# From PubChem BioAssay
# HIF-2a inh – HIF-2a inhibition; 786-0 RCC cells HIF-2a reporter, luciferase luminescence, overnight; inhibition, % at 18.8 µM; 360,000 compounds, 0.72% hits; AID 624352;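 active = inhibition of the luminescence signal of 40% or more relative to plate controls, in a single-dose primary screen at 18.75 µM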
# CF NFkB block – blocks PAF-induced NF-kB reporter in cystic fibrosis cells. 360,000 compounds, 0.86% hits. KKLEB NF-kB-GFP reporter, GFP fluorescence overnight. inhibition, % at 5 µM;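 active = at least 50% inhibition at 5 µM, scaled per plate between neutral and stimulator controls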;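 also: PAF is a Pseudomonas aeruginosa culture filtrate used as stimulus; plate controls were PAF-stimulated DMSO wells for no effect and unstimulated DMSO wells for full effect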
# TWEAK-Fn14 inh – blocks TWEAK-Fn14 interaction in a reporter cell assay | inhibition, % at 10 µM | 360,000 compounds, 2% hits | TWEAK-stimulated Fn14 reporter cells, luciferase luminescence, 8 h; in the data active = inhibition above about 50%
# NR2E3 ag-1 – agonists of human nuclear receptor NR2E3. GST-NR2E3/biotin-RetCOR TR-FRET, 1536-well. inhibition of corepressor binding, % at 4.78 µM. 320,000 compounds, 0.12% hits. AID 2300;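 active = percent inhibition above the cutoff of mean plus 3 SD of all tested compounds, set per screening campaign, cut at about 20% in these data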;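 also: 0% = DMSO wells and 100% = biotin wells as full block of FRET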
# Target sequence (Q9Y5X4 whole entry, looked up): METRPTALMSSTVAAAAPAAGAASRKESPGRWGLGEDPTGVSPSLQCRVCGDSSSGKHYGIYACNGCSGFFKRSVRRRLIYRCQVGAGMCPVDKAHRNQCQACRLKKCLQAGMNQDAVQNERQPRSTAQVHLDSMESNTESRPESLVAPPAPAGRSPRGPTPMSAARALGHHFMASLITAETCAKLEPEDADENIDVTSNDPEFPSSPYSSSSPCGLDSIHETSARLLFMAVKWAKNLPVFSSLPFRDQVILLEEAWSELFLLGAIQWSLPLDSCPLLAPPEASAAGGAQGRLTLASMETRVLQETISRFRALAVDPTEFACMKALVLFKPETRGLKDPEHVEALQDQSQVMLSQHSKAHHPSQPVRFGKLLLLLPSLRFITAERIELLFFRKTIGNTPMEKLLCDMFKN
#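 Test system – NR2E3–RetCOR corepressor complex · Quantity – NR2E3 fusion 1.35 nM · Buffer or medium – Tris pH 7.5 · Incubation – Compound–protein incubation for 5 h at 4 °C · Technique – TR-FRET, Eu(K)-anti-GST donor, streptavidin-D2 acceptor, ex 340, em 617/671 nm · Evaluation – percent inhibition of 671/617 nm emission ratio versus biotin and DMSO controls · Plate – 1536-well format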
# NR2E3 ag-2 – agonists of human NR2E3 nuclear receptor | CHO-S Gal4-NCOR/VP16-NR2E3 two-hybrid, luciferase | inhibition of corepressor binding, % at 3.98 µM | 360,000 compounds, 0.35% hits | AID 602229;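 active = inhibition above the mean of all tested compounds plus 3 SD, cut at about 70% in these data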;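 also: 0% = DMSO with NR2E3 transfected cells and 100% = cells lacking NR2E3 construct; higher means lower luciferase signal from less NR2E3 corepressor binding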
# iPSC survival up – increases survival of single human iPS cells; hiPSC single-cell survival, ATPlite luminescence; 100% = ROCK inhibitor wells, 0% = DMSO; survival enhancement, % at 20 µM; 360,000 compounds, 0.044% hits; in the data active = survival enhancement above about 18%;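 also: cells exposed to compounds for 16 hours before the ATP read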
# KKLEB cytotox – counter-screen for CF NF-kB inhibitors: cytotoxicity | KKLEB CF airway cells viability, ATPlite luminescence, overnight; active compounds read low; cells stimulated with P. aeruginosa culture filtrate | 360,000 compounds, 0.36% hits | activity change (cytotoxicity), % at 5 µM;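 active = corrected activity change at or below -50% at 5 µM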
# Peg3 prom inh – Peg3 promoter activity inhibition; HeLa PEG-Prom luciferase reporter, luminescence, overnight; inhibition, % at 20 µM; 360,000 compounds, 1.7% hits; AID 588405;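 active = inhibition of at least 50% at 20 µM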
# aDG glyco up – alpha-DG glycosylation activation; Pro5-aDG cells, alpha-DG glycosylation AlphaScreen (IIH6); 0% Pro5, 100% B10-LARGE cell signal; activation, % at 10 µM; 360,000 compounds, 0.22% hits; AID 624168;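 active = activation of at least 8% versus controls, or a plate z-score of at least 8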;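 also: Pro5 are CHO cells carrying HIG-tagged alpha-DG that lacks glycosylation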
# Shn3 3UTR inh – reduces Shn3 3'UTR luciferase signal in osteoblasts; Clone20 osteoblast Shn3 3'UTR firefly luciferase, 24 h; inhibition, % at 12.5 µM; 360,000 compounds, 0.52% hits;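 active = mean inhibition of at least 75% with every replicate also reaching 75%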;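 also: 0% = median of neutral control wells and 100% = pilot-screen positive control compound; some compounds past the cut are filed as inactive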
# TRPM1 prom inh – MITF TRPM1 promoter inhibition in SK-MEL-5 cells. 330,000 compounds, 0.83% hits. SK-MEL-5 TRPM1 promoter luciferase, 24 h. inhibition, % at 12.5 µM;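 active = mean inhibition across replicates of 60% or more, whatever share of single replicates reaches that level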; also: values of inactives mirror those of a sister screen read the other way
# Numbers without * were called inactive; nt = not tested or not shown; & = joins results of further samples. The list is partial; the hit share may differ from the screen's.
1: O=c1[nH]c(=O)n(Cc2ccccc2)c(O)c1C=NCCN1CCNCC1
2: CN(CCc1ccccc1)Cc1c[nH]c2ccccc12
3: C=C[C@H]1CN2CC[C@H]1C[C@H]2[C@H](O)c1ccnc2ccccc12
4: CN1C(=O)CC(c2ccccc2)Nc2ccccc21 (configuration not stated)
5: Cc1ccccc1Cc1c(C)nc2nc(SCC(=O)N3CCC4(CC3)OCCO4)nn2c1C
6: Cc1nccc2c1[nH]c1ccccc12
7: NC(=O)c1cc([N+](=O)[O-])cc([N+](=O)[O-])c1
8: CCOP(=O)(C#Cc1ccccc1)C(O)c1ccc(Br)cc1 (configuration not stated)
screen / no.	1	2	3	4	5	6	7	8
HIF-2a inh	3	12	-3	-58	16	14	-3	-16
CF NFkB block	12	-31	-12	-14	8	-20	-6	8
TWEAK-Fn14 inh	16	4	4	12	19	9	17	-40
NR2E3 ag-1	2	1	7	-4	3	4	nt	3
NR2E3 ag-2	0	3	-6	-27	-2	-12	2	-14
iPSC survival up	0.2	-0.7	2.6	1.6	-2.1	-0.5	-2.1	0.8
KKLEB cytotox	2	-3	4	-5	-10	13	10	-9
Peg3 prom inh	13	69*	7	-54	9	-6	-10	0
aDG glyco up	-0.1	0.0	0.0	-0.1	0.1	0.0	0.3	0.2
Shn3 3UTR inh	2	36	-4	-13	1	10	-18	1
TRPM1 prom inh	9	16	-22	5	4	-2	11	-5

9: CCOP(=O)(OCC)C(NC(=O)c1ccccc1C)C(Cl)(Cl)Cl (configuration not stated)
10: COC(=O)C1=C(c2ccc(Cl)c(C(F)(F)F)c2)C[C@@H]2CC[C@H]1N2C(=O)NCCOc1ccccc1Cl
11: O=c1ccc2cc(OC3O[C@H](CO)[C@@H](O)[C@H](O)[C@H]3O)c(O)cc2o1 (some centres not stated)
12: O=C1CN=C(c2ccccc2)c2ccccc2N1Cc1ccc(C(F)(F)F)cc1
13: NC(=O)CN1CCCC1=O
14: Cc1cc(/C=C2\C(=O)NC(=O)N(c3ccc(F)cc3)C2=O)c(C)n1-c1ccc(C(=O)O)cc1
15: Cc1ccc(N2C(=O)CC(=O)NC2=O)cc1
16: Cc1cc(NC(=O)COC(=O)c2c(C)nn(Cc3ccccc3)c2Cl)no1
screen / no.	9	10	11	12	13	14	15	16
HIF-2a inh	4	5	3	14	9	11	2	6
CF NFkB block	4	47	16	1	-12	-2	2	2
TWEAK-Fn14 inh	-15	8	3	9	-2	-1	-7	-25
NR2E3 ag-1	-3	4	1	6	2	4	2	0
NR2E3 ag-2	9	23	1	6	-9	-24	-18	-12
iPSC survival up	2.3	-4.0	-0.3	-0.2	2.0	-0.2	-0.6	-1.0
KKLEB cytotox	6	-22	2	-2	-3	3	-7	1
Peg3 prom inh	-9	31	3	25	5	-2	5	14
aDG glyco up	-0.1	0.7	-0.1	-0.1	-0.2	-0.2	-0.1	0.1
Shn3 3UTR inh	0	32	-10	27	-35	-18	1	63
TRPM1 prom inh	6	-1	1	15	6	-1	4	2

# Compounds above with an NH in an aromatic ring:
1: O=c1[nH]c(=O)n(Cc2ccccc2)c(O)c1C=NCCN1CCNCC1
2: CN(CCc1ccccc1)Cc1c[nH]c2ccccc12
6: Cc1nccc2c1[nH]c1ccccc12
screen / no.	1	2	6
HIF-2a inh	3	12	14
CF NFkB block	12	-31	-20
TWEAK-Fn14 inh	16	4	9
NR2E3 ag-1	2	1	4
NR2E3 ag-2	0	3	-12
iPSC survival up	0.2	-0.7	-0.5
KKLEB cytotox	2	-3	13
Peg3 prom inh	13	69*	-6
aDG glyco up	-0.1	0.0	0.0
Shn3 3UTR inh	2	36	10
TRPM1 prom inh	9	16	-2

# Next structures follow:
17: c1ccc2c(CN3CCN(C4CCCCC4)CC3)c[nH]c2c1
18: O=C(c1cccc(C(F)(F)F)c1)C1CCCN(Cc2ncc[nH]2)C1 (configuration not stated)
19: COc1ccc(NC(=O)N2Cc3ccccc3-n3nncc3C2)cc1
20: O=C1NC(=O)C(=Cc2ccco2)C(=O)N1
21: COC12CCC3(CC1C(C)(O)C(C)(C)C)[C@H]1Cc4ccc(O)c5c4[C@@]3(CCN1CC1CC1)C2O5 (some centres not stated)
22: COc1ccc2nc(/N=C/c3c(O)n(-c4cccc(Cl)c4)c(=O)[nH]c3=O)sc2c1
23: O=C(CSC1c2ccccc2-c2ccccc21)N/N=C/c1ccccc1C(=O)O
24: Cn1c(O)c(C=Nc2ccc(Cl)cc2)c(=O)n(C)c1=O
screen / no.	17	18	19	20	21	22	23	24
HIF-2a inh	-4	13	-11	11	-4	-83	8	-46
CF NFkB block	-14	-10	-4	4	4	0	1	-18
TWEAK-Fn14 inh	27	-19	-2	9	-4	-26	8	11
NR2E3 ag-1	-2	1	nt	nt	nt	1	4	1
NR2E3 ag-2	-26	-33	6	-19	-24	-13	-12	-13
iPSC survival up	-1.7	-0.7	-0.8	2.5	3.1	-0.1	-0.7	-2.6
KKLEB cytotox	0	5	6	1	10	-2	-1	14
Peg3 prom inh	-1	-3	7	11	0	-50	13	-23
aDG glyco up	-0.3	0.0	-0.3	-0.3	0.1	-0.4	0.2	-0.1
Shn3 3UTR inh	3	-2	-6	-5	26	-21	10	21
TRPM1 prom inh	2	3	nt	11	-28	13	-1	4

25: c1ccc(NC2=NCCCS2)cc1
26: COc1cccc(C2CCN(C)C2)c1 (configuration not stated)
27: O=C(O)C1CSC(c2cccnc2)N1 (configuration not stated)
28: CCOC(=O)c1[nH]c2ccc(OC)cc2c1C(SCC(=O)O)c1ccc(C(F)(F)F)cc1 (configuration not stated)
29: c1ccc2c(CN3CCCCCCC3)c[nH]c2c1
30: COc1ccc(-n2c(O)c(C=NCCN(C)C)c(=O)[nH]c2=O)cc1
31: CC(C)(C)n1cccc1/C=C1\C(=O)NC(=O)N(c2ccccc2)C1=O
32: C[C@]12CCC3C(CC[C@H]4[C@@H](O)[C@H](O)CC[C@]34C)C1CCC2=O (some centres not stated)
screen / no.	25	26	27	28	29	30	31	32
HIF-2a inh	7	5	2	18	4	10	-9	-2
CF NFkB block	-20	-19	2	7	7	-5	-26	-24
TWEAK-Fn14 inh	-14	-8	9	11	2	13	-5	-1
NR2E3 ag-1	nt	nt	1	1	0	1	-2	nt
NR2E3 ag-2	1	1	11	12	-5	17	-12	2
iPSC survival up	1.2	3.1	0.0	0.8	-3.2	0.2	1.0	-2.7
KKLEB cytotox	-1	1	8	0	0	-8	16	8
Peg3 prom inh	-1	-11	2	15	1	2	-6	6
aDG glyco up	0.2	0.2	-0.2	0.0	-0.2	-0.1	0.1	-0.1
Shn3 3UTR inh	-15	-8	-5	10	0	1	-36	-4
TRPM1 prom inh	7	nt	11	-4	11	14	4	10

33: Cc1c(NP(=O)(C(C)(C)C)C(C)(C)C)c(=O)n(-c2ccccc2)n1C
34: OC1CCCCC1N1CCC(c2ccccc2)CC1 (configuration not stated)
35: COC(=O)C1=C(c2ccc(OC)c(OC)c2)C[C@@H]2CC[C@H]1N2C(=O)NCCOc1ccccc1Cl
36: COC(=O)C1=C(c2ccc(C(C)=O)cc2)C[C@@H]2CC[C@H]1N2C(=O)N1CCC(C)CC1
37: COc1ccc(C=O)cc1O
38: COc1ccc(C(CC(=O)c2ccc3c(c2)OCO3)c2c(O)c3ccccc3oc2=O)cc1OC (configuration not stated)
39: CC(C)n1c(=O)c(C=Nc2ccc(Br)cc2)c(O)n(Cc2ccco2)c1=O
40: COc1cc2[nH]c(=O)n(-c3cccc(Cl)c3)c(=O)c2cc1OC
screen / no.	33	34	35	36	37	38	39	40
HIF-2a inh	3	-1	19	5	7	12	-5	5
CF NFkB block	-6	-1	-11	-1	8	-23	-10	14
TWEAK-Fn14 inh	5	-4	-2	-8	8	-13	12	-7
NR2E3 ag-1	-2	1	2	1	-3	nt	1	0
NR2E3 ag-2	-3	-14	-16	-6	-11	-13	1	21
iPSC survival up	-1.3	1.1	-1.6	-3.8	-0.9	6.7	-2.5	3.1
KKLEB cytotox	16	6	7	3	8	-4	-4	-10
Peg3 prom inh	1	8	0	-15	-11	1	8	-1
aDG glyco up	-0.4	-0.1	0.1	-0.3	0.2	-0.1	0.3	0.0
Shn3 3UTR inh	16	3&9	-3	18	-26	12	7	1
TRPM1 prom inh	-11	0	-15	2	-14	nt	-8	2

# Entries of single compounds, looked up by structure. Order of screens: HIF-2a inh | CF NFkB block | TWEAK-Fn14 inh | NR2E3 ag-1 | NR2E3 ag-2 | iPSC survival up | KKLEB cytotox | Peg3 prom inh | aDG glyco up | Shn3 3UTR inh | TRPM1 prom inh
# `Cc1c(NP(=O)(C(C)(C)C)C(C)(C)C)c(=O)n(-c2ccccc2)n1C` is entered as 3 | -6 | 5 | -2 | -3 | -1.3 | 16 | 1 | -0.4 | 16 | -11
# `COC(=O)C1=C(c2ccc(C(C)=O)cc2)C[C@@H]2CC[C@H]1N2C(=O)N1CCC(C)CC1` is entered as 5 | -1 | -8 | 1 | -6 | -3.8 | 3 | -15 | -0.3 | 18 | 2
# `OC1CCCCC1N1CCC(c2ccccc2)CC1` (configuration not stated) is entered as -1 | -1 | -4 | 1 | -14 | 1.1 | 6 | 8 | -0.1 | 3&9 | 0
# `COC(=O)C1=C(c2ccc(OC)c(OC)c2)C[C@@H]2CC[C@H]1N2C(=O)NCCOc1ccccc1Cl` is entered as 19 | -11 | -2 | 2 | -16 | -1.6 | 7 | 0 | 0.1 | -3 | -15

# The results go on:
41: O=C1NC(=O)[C@]2(Cc3ccccc3N3CCN(c4ccccc4)CC32)C(=O)N1Cc1ccccc1 (some centres not stated)
42: Cc1cc(/C=C2/C(=O)NC(=O)N(Cc3ccco3)C2=O)c(C)n1-c1ccccc1
43: O=c1c2ccccc2nc(-c2ccccc2)n1-n1cccc1
44: COc1ccc(-n2c(O)c(C(C)=NCC3CCCO3)c(=O)[nH]c2=O)cc1 (configuration not stated)
45: O=C(CN1CC=C(c2ccccc2)CC1)NC(=O)NC1CCCCC1
46: O=P(Oc1ccccc1)(N1CCOCC1)N1CCOCC1
screen / no.	41	42	43	44	45	46
HIF-2a inh	-118	1	20	-3	14	12
CF NFkB block	1	1	-2	4	-11	-9
TWEAK-Fn14 inh	-9	11	4	-2	13	9
NR2E3 ag-1	0	4	4	1	-2	nt
NR2E3 ag-2	-35	-12	-2	0	-14	-5
iPSC survival up	0.2	2.5	0.6	-0.8	0.2	2.4
KKLEB cytotox	-8	8	-3	0	-7	5
Peg3 prom inh	-32	2	12	3	13	15
aDG glyco up	-0.2	-0.1	-0.2	0.0	0.0	-0.1
Shn3 3UTR inh	-7	-43	-3	3	18	-16
TRPM1 prom inh	4	10	-16	-6	19	-5
